ZTA DNA inh: counter-screen for EBNA-1 inhibitors: inhibitors of Epstein-Barr virus ZTA | ZTA-DNA binding, fluorescence polarization | 320,000 tested, 0.15% active | P03206 | inhibition, % at 11 µM; in the data active = inhibition above about 33%
Target sequence (P03206 whole entry, looked up): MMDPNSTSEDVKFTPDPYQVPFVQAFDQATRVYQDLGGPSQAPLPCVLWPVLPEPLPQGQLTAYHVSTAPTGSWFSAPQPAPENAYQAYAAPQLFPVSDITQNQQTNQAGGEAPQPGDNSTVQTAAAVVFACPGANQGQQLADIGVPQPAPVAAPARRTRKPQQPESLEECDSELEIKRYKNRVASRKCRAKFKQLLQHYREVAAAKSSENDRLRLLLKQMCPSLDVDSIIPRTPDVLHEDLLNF
PREPL inhibitor: inhibits the human prolyl oligopeptidase-like enzyme; Q4J6C6; recombinant PREPL, fluorescence polarization activity-based probe; 320,000 tested, 0.68% active; inhibition, % at 5.96 µM; in the data active = inhibition above about 43%;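 also: 0% = enzyme with DMSO and 100% = wells lacking enzyme; many of its hits are not listed in these tables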
pPAFAH FP inh: inhibitors of human plasma PAF acetylhydrolase (pPAFAH); recombinant pPAFAH, FP-rhodamine probe fluorescence polarization; inhibition, % at 3.39 µM; Q13093; 330,000 tested, 1.5% active;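 active = inhibition above the mean inhibition across the screen plus 3 SD, cut at about 25% in these data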;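 also: inhibitors block binding of the rhodamine activity-based probe so polarization drops; 0% = enzyme with DMSO and 100% = wells lacking pPAFAH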
PAFAH1B3 inh: PAFAH1B3 (human) inhibition; Q15102; recombinant PAFAH1B3, FP-rhodamine probe, fluorescence polarization; inhibition, % at 3.39 µM; 340,000 tested, 0.28% active; AID 492972;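 active = inhibition above the screen-wide average of all tested compounds plus 3 SD, cut at about 25% in these data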;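 also: 0% = enzyme with DMSO only and 100% = wells lacking PAFAH1B3 protein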
Target sequence (Q15102 whole entry, looked up): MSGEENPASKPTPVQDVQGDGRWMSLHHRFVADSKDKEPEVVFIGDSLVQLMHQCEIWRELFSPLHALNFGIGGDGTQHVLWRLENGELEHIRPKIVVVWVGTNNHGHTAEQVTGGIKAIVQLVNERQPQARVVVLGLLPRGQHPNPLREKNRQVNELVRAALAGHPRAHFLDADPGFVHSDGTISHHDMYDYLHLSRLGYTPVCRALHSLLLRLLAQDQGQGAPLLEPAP
LYPLA1 inh: blocks human lysophospholipase 1, a PME1 counter-screen; inhibition, % at 5.9 µM; O75608; recombinant LYPLA1, FP-Rh probe fluorescence polarization; 320,000 tested, 0.16% active;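 active = inhibition above the mean of all tested compounds plus 3 SD, set per campaign, cut at about 14% in these data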;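 also: inhibitors block serine hydrolase probe labeling of LYPLA1 so polarization falls; 0% = enzyme with DMSO and 100% = wells lacking LYPLA1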
EBNA-1 inh: blocks EBNA-1 binding to DNA; EBNA-1 DNA binding, fluorescence polarization; inhibition, % at 14.8 µM; 300,000 tested, 0.34% active; in the data active = inhibition above about 28%
PAFAH1B2 FP inh: blocks human PAF acetylhydrolase 1b catalytic subunit 2; recombinant PAFAH1B2, FP-rhodamine activity probe, fluorescence polarization; P68402; inhibition, % at 3.39 µM; 340,000 tested, 1.2% active;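 active = inhibition above the mean of all tested compounds plus 3 SD, cut at about 24% in these data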;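 also: 0% = enzyme with DMSO and 100% = wells lacking PAFAH1B2; many of its hits are not listed in these tables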
Target sequence (P68402 whole entry, looked up): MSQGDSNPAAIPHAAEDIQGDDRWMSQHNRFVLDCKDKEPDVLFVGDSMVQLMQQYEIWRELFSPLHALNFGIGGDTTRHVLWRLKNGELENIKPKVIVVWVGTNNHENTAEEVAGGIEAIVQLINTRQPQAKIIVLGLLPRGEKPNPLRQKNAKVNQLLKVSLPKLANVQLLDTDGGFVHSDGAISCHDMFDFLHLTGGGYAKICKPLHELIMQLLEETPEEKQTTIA
PAFAH2 inh: PAFAH2 (human) inhibition. Q99487. recombinant PAFAH2, FP-rhodamine activity probe, fluorescence polarization. inhibition, % at 3.39 µM. 340,000 tested, 0.99% active;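 active = inhibition above the mean over all tested compounds plus 3 SD, cut at about 30% in these data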;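 also: inhibitors block probe labeling of enzyme so polarization drops; 0% = enzyme with DMSO and 100% = wells lacking PAFAH2 protein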
LYPLA2 inh: blocks human lysophospholipase 2, a PME1 counter-screen; recombinant LYPLA2, FP-Rh probe fluorescence polarization; inhibition, % at 5.9 µM; 320,000 tested, 0.38% active; AID 2177;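 active = inhibition above the screen-wide mean plus 3 SD, limit set per campaign, cut at about 26% in these data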;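 also: 0% = LYPLA2 with DMSO and 100% = wells lacking LYPLA2 enzyme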
Target sequence (O95372 whole entry, looked up): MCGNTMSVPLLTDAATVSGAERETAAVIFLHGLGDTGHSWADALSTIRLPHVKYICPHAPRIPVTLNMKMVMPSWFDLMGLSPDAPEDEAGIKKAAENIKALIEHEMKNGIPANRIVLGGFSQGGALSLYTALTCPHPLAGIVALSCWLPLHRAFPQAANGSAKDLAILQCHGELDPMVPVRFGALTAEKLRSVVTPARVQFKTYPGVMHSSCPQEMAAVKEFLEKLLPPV
Numbers without * were called inactive; / = no result given. Not all compounds are listed; the hit share may differ from the screen's.

SMILES | ZTA DNA inh | PREPL inhibitor | pPAFAH FP inh | PAFAH1B3 inh | LYPLA1 inh | EBNA-1 inh | PAFAH1B2 FP inh | PAFAH2 inh | LYPLA2 inh
Cc1ccccc1S(=O)(=O)Cc1ccc(C(=O)NCCCN2CCCC(C)C2)o1 (centres undefined) | -6.3 | -20.4 | -1.7 | 12.8 | -3.4 | -19.4 | 2.1 | 2.7 | 3.9
N#CC1=C(N)OC2=C(C(=O)CCC2)C1c1ccsc1 (centres undefined) | -6.8 | 10.0 | 3.2 | -5.4 | 1.4 | 4.1 | 4.3 | 3.8 | 6.8
COC(=O)[C@@]1(Cc2ccc(OC)cc2)[C@@H]2C(=CC(=O)[C@H]2CC(=O)C(=O)N2CCCC2)CN1C(=O)c1ccccc1 | -3.9 | -2.9 | 1.8 | 3.6 | -3.9 | -2.6 | 6.4 | -2.2 | -0.1
O=C(c1ccccc1)N1N=C(C(F)(F)F)CC1(O)c1ccccc1 (centres undefined) | 2.5 | 16.3 | 1.5 | 5.4 | 4.3 | 2.2 | 0.7 | -0.8 | -2.2
Cc1ccc(C(=O)N2CCN(c3ccc(NC(=S)NC(=O)Cc4ccccc4)cc3)CC2)cc1 | 2.6 | 42.4 | 25.1* | 9.4 | 1.1 | 4.2 | 0.8 | 5.5 | 22.2
COc1ccc(Cl)cc1NC(=S)N1CCC(c2ccc(C)cc2)C1 (centres undefined) | 1.0 | 16.6 | 1.0 | 1.7 | -6.3 | -1.6 | 1.0 | -6.9 | 0.2
COc1ccc(NC(=O)c2ccccc2[N+](=O)[O-])cc1 | 1.0 | 2.8 | 0.8 | 6.1 | 2.3 | 3.4 | 3.5 | -6.5 | -1.0
Cc1cccc(N2CCN(C(=O)C(Cc3ccccc3)NC(N)=O)CC2)c1C (centres undefined) | -10.1 | 2.1 | 7.0 | 2.8 | 2.5 | 3.8 | 2.4 | 2.4 | -1.2
C=CCN(C(=O)CCC(=O)Nc1cc(C)on1)C(C(=O)NC1CCCC1)c1cccnc1 (centres undefined) | 7.2 | 14.8 | -1.4 | -2.6 | 0.1 | -11.6 | 0.3 | 6.1 | -3.1
CS(=O)(=O)NN1C(=O)c2ccccc2NC1c1cccc(O)c1 (centres undefined) | -13.3 | 7.5 | 2.3 | -3.4 | 1.8 | -11.8 | -7.3 | -3.3 | 0.3
CCCCC(CC)C(=O)NCC(C)NC(=O)C(CC)CCCC (centres undefined) | 12.9 | -6.8 | 3.9 | 9.6 | -3.5 | 10.9 | 3.7 | 7.8 | 4.3
O=C1CCc2cc(NS(=O)(=O)c3cc(F)ccc3F)cc3c2N1CC3 | 15.0 | -6.4 | 4.7 | -3.7 | -1.4 | 3.1 | 0.4 | 0.8 | -1.2
CC(C)(C)c1ccc(OCC(=O)NNC(=O)C2CCCO2)cc1 (centres undefined) | 17.9 | 0.2 | 3.9 | 8.8 | -3.5 | 6.8 | -0.1 | -3.2 | -1.5
O=C1CCC2S/C(=C/Nc3ccc(C(F)(F)F)cc3)C(=O)N12 (centres undefined) | -1.0 | 4.1 | 9.9 | 8.4 | 2.8 | 3.6 | 9.5 | 23.7 | 13.4
Cc1cccc(C)c1NC(=O)CNC(=O)c1ccc(S(=O)(=O)NCc2ccco2)cc1 | 3.6 | 0.0 | -2.3 | 2.8 | 4.3 | / | 2.5 | -0.4 | 5.6
COc1ccc(CCNCc2ccccc2N2CCCC2)cc1 | -1.2 | 6.9 | 1.2 | 11.9 | -0.2 | 9.0 | 2.7 | -2.5 | 3.0
Cc1nn(-c2ccccc2)c2c1C(c1ccc(F)cc1F)C(C#N)=C(N)O2 (centres undefined) | 1.7 | 3.0 | 11.5 | 0.5 | -2.4 | -2.8 | 7.0 | -2.6 | 4.7
CCCCn1c2c(c(=O)n(C)c1=O)C(CC(=O)OCC(=O)Nc1cccc(C(F)(F)F)c1)C(=O)N2 (centres undefined) | 11.5 | 2.5 | 10.0 | 11.6 | -5.2 | -5.0 | 4.8 | 8.7 | -1.7
Cc1ccc(C(=O)Nc2ccc(Br)cc2)cc1S(=O)(=O)Nc1ccccn1 | -18.2 | 43.3* | -22.3 | -19.5 | -5.7 | 26.8 | -5.7 | -7.0 | -36.8
Cc1nn(C2CCS(=O)(=O)C2)c(Cl)c1/C=C/C(=O)OCC(=O)Nc1ccc2c(c1)OCO2 (centres undefined) | 3.9 | 4.6 | 2.1 | 8.6 | -3.9 | -2.8 | 2.8 | 82.8* | -3.5
Cc1ccc(S(=O)(=O)NC(=O)c2ccc(F)cc2)c(C)c1 | -5.9 | 1.0 | 2.5 | -2.3 | -1.3 | 3.8 | 4.9 | 3.8 | -1.9
Cc1c(Cc2ccccc2)c(=O)oc2cc(O)cc(O)c12 | 16.8 | 4.0 | 8.3 | -1.4 | -2.6 | 3.4 | 5.5 | 1.0 | 0.3
Cc1nc2ccccc2c(=O)n1-c1ccc(NS(=O)(=O)c2ccc(F)cc2F)cc1 | 15.5 | -3.3 | 4.3 | 5.3 | 1.1 | 7.0 | 6.2 | 0.3 | 1.1
CCC(C)Sc1nc2c(cnn2-c2ccc(C)c(C)c2)c(=O)[nH]1 (centres undefined) | -1.5 | 14.7 | -7.1 | 1.5 | -1.2 | 17.2 | -4.4 | -3.9 | -0.3
Cc1ccc(C)c(Cn2c(=O)c3c(nc4n3CCN4Cc3ccco3)n(C)c2=O)c1 | -4.6 | 7.1 | 1.6 | 6.7 | -1.3 | -7.2 | 0.9 | 8.2 | -6.5

2 records drawn at random from those above:
SMILES | ZTA DNA inh | PREPL inhibitor | pPAFAH FP inh | PAFAH1B3 inh | LYPLA1 inh | EBNA-1 inh | PAFAH1B2 FP inh | PAFAH2 inh | LYPLA2 inh
COc1ccc(NC(=O)c2ccccc2[N+](=O)[O-])cc1 | 1.0 | 2.8 | 0.8 | 6.1 | 2.3 | 3.4 | 3.5 | -6.5 | -1.0
CCCCC(CC)C(=O)NCC(C)NC(=O)C(CC)CCCC (centres undefined) | 12.9 | -6.8 | 3.9 | 9.6 | -3.5 | 10.9 | 3.7 | 7.8 | 4.3

Among those listed so far, two contain a Cl atom.
SMILES | ZTA DNA inh | PREPL inhibitor | pPAFAH FP inh | PAFAH1B3 inh | LYPLA1 inh | EBNA-1 inh | PAFAH1B2 FP inh | PAFAH2 inh | LYPLA2 inh
COc1ccc(Cl)cc1NC(=S)N1CCC(c2ccc(C)cc2)C1 (centres undefined) | 1.0 | 16.6 | 1.0 | 1.7 | -6.3 | -1.6 | 1.0 | -6.9 | 0.2
Cc1nn(C2CCS(=O)(=O)C2)c(Cl)c1/C=C/C(=O)OCC(=O)Nc1ccc2c(c1)OCO2 (centres undefined) | 3.9 | 4.6 | 2.1 | 8.6 | -3.9 | -2.8 | 2.8 | 82.8* | -3.5

Additional records follow:
SMILES | ZTA DNA inh | PREPL inhibitor | pPAFAH FP inh | PAFAH1B3 inh | LYPLA1 inh | EBNA-1 inh | PAFAH1B2 FP inh | PAFAH2 inh | LYPLA2 inh
CCOC(=O)c1c(C)[nH]c(C)c1S(=O)(=O)N(C)CC(=O)NCc1ccc(C)cc1 | 2.8 | 5.4 | 1.9 | 11.4 | -3.1 | -2.6 | 6.8 | -1.5 | -5.9
CCOc1ccc(S(=O)(=O)N2CCC(C(=O)NCc3cccnc3)CC2)cc1C | 8.0 | -0.2 | 6.2 | 2.4 | -1.5 | 12.2 | -5.5 | 0.7 | 0.7
CCN1CCN(C(c2nnnn2Cc2ccc3c(c2)OCO3)C(C)C)CC1 (centres undefined) | -1.4 | -110.2 | 1.4 | 9.2 | -1.9 | -7.9 | -2.6 | 0.7 | -2.3
CCOC(=O)C1CCN(C(=O)COC(=O)c2nn(C)c(=O)c3ccccc23)CC1 | -2.9 | 11.0 | -1.6 | 9.6 | 2.9 | 0.3 | 3.1 | 1.6 | 3.9
COc1ccc(CNC(=S)NCc2ccc(Cl)cc2)cc1OC | 17.6 | -1.1 | -1.0 | 14.6 | 0.1 | 7.2 | 9.1 | 0.4 | -1.2
N/C(=N/OCC(=O)Nc1cccc2ccccc12)c1nonc1N | -19.6 | -11.4 | 5.2 | 7.0 | -3.9 | 3.5 | -0.8 | 7.5 | -7.1
CCOC(=O)C(C)n1cnc2scc(-c3ccc(C)cc3)c2c1=O (centres undefined) | -8.6 | 1.3 | 11.3 | 0.2 | 1.9 | 8.0 | 5.1 | 3.7 | 0.5
Cc1ccc2cc3cc(C(=O)NCc4ccco4)oc3nc2c1 | -0.9 | -2.0 | 3.6 | 4.0 | -4.5 | 20.3 | -1.4 | 0.9 | -5.7
CCOc1cc(CN2CCN(c3ncccn3)CC2)ccc1OC | -4.8 | 11.2 | -0.4 | 2.7 | -1.4 | -0.6 | 2.8 | -3.8 | -2.1
CC(C)c1ccc(Nc2ccc(C(=O)O)cc2[N+](=O)[O-])cc1 | 10.6 | 10.1 | 11.1 | 4.3 | 0.2 | 2.5 | 7.8 | 6.0 | 18.0
O=C(Nc1cccc(-c2csc(Nc3cccc(C(F)(F)F)c3)n2)c1)c1ccccc1 | 19.0 | 1.4 | -1.1 | -12.6 | -18.3 | 5.2 | -3.1 | -25.2 | -28.9
Oc1ccc(/C=N/Nc2nccnc2Cl)cc1 | 0.1 | -3.9 | 0.9 | 1.6 | -1.0 | 0.3 | -2.7 | 3.1 | 1.7
COCc1c(C(=O)N/N=C/C2CC=CCC2)nnn1-c1nonc1N (centres undefined) | -8.6 | -2.3 | 5.6 | -1.8 | 0.0 | 8.5 | 5.5 | 4.7 | 3.9
Cc1ccc2c(c1)[C@H]1[C@H](CO2)[C@H](c2ccccc2)[C@]2(C)C(=O)N(Cc3ccco3)CC(=O)N12 | / | -2.0 | 16.7 | 1.9 | / | / | 6.1 | 1.0 | /
CCc1cc(C(=O)Nc2ccc(S(=O)(=O)NC3=NCCCCC3)cc2)sc1C | -10.3 | 13.8 | 11.4 | -6.7 | -3.9 | 0.3 | 3.1 | 6.5 | -10.1
O=C(CS(=O)(=O)c1c[nH]c2ccccc12)N1CCCCCC1 | 10.4 | 5.5 | 5.1 | 3.9 | -3.1 | 4.3 | 5.9 | 2.0 | -0.5
CCOC(=O)N1CCN(C(=O)/C(=C/c2ccc(Cl)cc2)NC(=O)c2ccccc2)CC1 | -12.2 | 23.6 | 3.5 | 0.6 | 4.3 | -1.5 | 3.6 | 1.2 | 7.7
CN(C)c1nc(=S)nc(NCc2ccccc2)[nH]1 | 9.2 | 4.5 | -9.8 | 3.3 | -1.3 | 2.4 | 4.4 | -2.3 | -4.0
COC1=C/C(=C/c2c(O)c(C#N)c3ccccn23)C=CC1=O | 11.6 | 2.6 | 17.3 | 3.2 | 0.2 | 0.1 | 4.1 | -11.8 | 2.7
O=C(Nc1ccc(F)cc1)C1CCC(N2C(=O)c3ccccc3C2=O)CC1 (centres undefined) | -7.1 | -3.0 | 0.2 | -2.8 | -0.7 | -1.7 | 5.8 | 4.1 | -3.5
CCS(=O)(=O)N1Cc2ccccc2CC1C(=O)Nc1cccc(OC)c1 (centres undefined) | -15.4 | -3.5 | -6.3 | 14.4 | -6.6 | -14.0 | 16.5 | 9.1 | -11.1
O=[N+]([O-])c1cccc(S(=O)(=O)NC2CC3CCC2C3)c1 (centres undefined) | 8.0 | 4.1 | -0.4 | 3.6 | -0.1 | -6.9 | 7.7 | 3.4 | 3.7
O=C(Nc1cccc(Cl)c1)c1ccncc1 | -15.4 | -12.4 | -2.3 | 7.2 | -0.6 | -9.7 | 4.4 | -2.3 | 3.0
Cc1nc(-c2cccnc2)sc1C(=O)Nc1cccc(C(F)(F)F)c1 | 4.7 | -7.1 | -7.1 | 2.9 | -9.7 | -1.3 | 5.5 | 6.1 | -7.2
Cc1cccc(C(=O)OCC(=O)NC(=O)Cc2ccccc2)c1O | -0.8 | -11.1 | 0.3 | -0.1 | -1.5 | -2.3 | -0.6 | 0.2 | 1.0
Cc1ccc(NC(=O)CCNC(=O)c2ccco2)cc1Cl | 1.1 | -16.2 | 1.1 | 12.0 | -1.2 | 3.6 | -0.2 | -3.1 | -4.0
